T cruzi growth: blocks T. cruzi growth in NIH3T3 culture | T. cruzi beta-gal in NIH3T3, GalScreen luminescence, 90 h | inhibition, % at 8.34 µM | actives 5.9% (n = 77,000);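 active = mean inhibition above about 93%, with at least 55% of replicates each passing it, limit read from the data, passing the limit was not always enough; inconclusive = only one of those two conditions holds; inactive = neither condition holds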
KDM4C inh: inhibitors of human demethylase GASC-1 KDM4C. AID 720574. actives 0.15% (n = 96,000). GST-KDM4C 2-372, H3K9me3 peptide, LANCE TR-FRET. Q9H3R0. inhibition, % at 12.5 µM;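 active = mean replicate inhibition above about 25%, with at least 55% of replicates also reaching it, limit read from the data, passing the limit was not always enough; inconclusive = only one of those two conditions met; inactive = neither condition met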
Target sequence (Q9H3R0 2-372 limits assumed): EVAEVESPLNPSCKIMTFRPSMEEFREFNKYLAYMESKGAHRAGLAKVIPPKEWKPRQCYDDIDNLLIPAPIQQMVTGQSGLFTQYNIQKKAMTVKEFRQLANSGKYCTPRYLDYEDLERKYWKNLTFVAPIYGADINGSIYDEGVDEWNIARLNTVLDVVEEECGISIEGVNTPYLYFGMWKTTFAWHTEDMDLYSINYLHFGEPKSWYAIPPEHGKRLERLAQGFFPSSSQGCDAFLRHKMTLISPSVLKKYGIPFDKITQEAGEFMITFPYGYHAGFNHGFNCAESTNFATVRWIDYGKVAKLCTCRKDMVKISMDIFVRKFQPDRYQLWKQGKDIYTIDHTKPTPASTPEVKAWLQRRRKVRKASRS
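Compound: one test concentration per compound; Material: GST-GASC-1 enzyme fragment 2-372; Amount: GASC-1 enzyme at 10 nM final in reaction; Also added: H3K9me3 peptide substrate, Fe(II), 2-oxoglutarate; Technique: LANCE TR-FRET; Times: 30 min demethylation and 1 h detection at room temperature.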
C diff growth: C. difficile growth inhibition; Clostridium difficile clinical isolate growth, OD600, 24 h; stronger effect = lower value; actives 0.25% (n = 86,000); growth activity, negative = inhibition, % at 16 µg/mL (by protocol);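 active = mean growth activity at or below -80% and every replicate also at or below -80%; inconclusive = mean at or below -80% but some replicate above -80%; inactive = mean growth activity above -80%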;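 also: 0% = DMSO wells and -100% = levofloxacin 16 µg/mL wells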
Pf Dd2 inh: inhibitors of Plasmodium falciparum Dd2 growth; P. falciparum Dd2 growth, SYBR Green, 72 h; stronger effect = lower value; activity change, % at 10 µM; actives 2.3% (n = 94,000); AID 1159554; in the data active = activity change below about -80%; inconclusive = no clear call, values can overlap the other calls
* marks the source's active call; other numbers are inactive results; ? = inconclusive; / = not tested or not shown; & = joins results of further samples.

A first look:
[1] COc1ccccc1NC(=O)N1CCCCN2[C@H](C1)[C@@H](c1ccc(-c3cccc(F)c3)cc1)[C@@H]2CO
[2] COc1ccc(NC(=O)N2[C@@H]3CNC[C@H]2C3c2ccc(/C=C/c3ccccc3)cc2)cc1 (stereo partly specified)
compound no. | 1 | 2
Pf Dd2 inh | -57.9 | -6.6&-64.7
C diff growth | 24.6 | 54.8
KDM4C inh | -2.0 | -1.8
T cruzi growth | 58.8 | /

The whole of this part, previewed entries included:
[1] COc1ccccc1NC(=O)N1CCCCN2[C@H](C1)[C@@H](c1ccc(-c3cccc(F)c3)cc1)[C@@H]2CO
[2] COc1ccc(NC(=O)N2[C@@H]3CNC[C@H]2C3c2ccc(/C=C/c3ccccc3)cc2)cc1 (stereo partly specified)
[3] CN1CCN(C(=O)C[C@H]2C=C[C@H](NC(=O)Nc3ccccc3F)[C@H](CO)O2)CC1
[4] CNC[C@H]1Oc2cc(C#Cc3cccnc3)ccc2S(=O)(=O)N([C@H](C)CO)C[C@@H]1C
[5] N#Cc1cccc(-c2ccc3c(c2)[C@H]2[C@H](CCN2Cc2ccc4c(c2)OCO4)[C@H](CO)N3)c1
[6] Cc1noc(C)c1NC(=O)N(C)C[C@@H]1Oc2c(NC(=O)C3CCOCC3)cccc2C(=O)N([C@H](C)CO)C[C@@H]1C
[7] CCCC(=O)Nc1ccc2c(c1)C(=O)N(C)C[C@@H](OC)[C@H](C)CN(C(=O)c1ccccc1F)[C@@H](C)CO2
[8] O=C(C1CC1)N1C[C@@H]2[C@H](c3ccccc31)[C@H](CO)N2C(=O)c1ccccc1
[9] Cc1cc(C(=O)Nc2cccc3c2O[C@@H](CN(C)Cc2ccc(C(F)(F)F)cc2)[C@H](C)CN([C@@H](C)CO)C3=O)n(C)n1
[10] CCCc1cn(CC[C@H]2CC[C@H](NC(=O)Nc3ccc4c(c3)OCO4)[C@@H](CO)O2)nn1
compound no. | 1 | 2 | 3 | 4 | 5 | 6 | 7 | 8 | 9 | 10
Pf Dd2 inh | -57.9 | -6.6&-64.7 | 22.8 | -66.4 | -71.1 | 12.5 | 5.1 | 16.2 | -73.8 | -30.0
C diff growth | 24.6 | 54.8 | / | -0.5 | -38.5 | -0.3 | 1.9 | -6.3 | -0.9 | -4.8
KDM4C inh | -2.0 | -1.8 | -0.6 | -3.2 | 0.0 | -1.6 | 0.0 | 0.0 | -1.4 | 0.8
T cruzi growth | 58.8 | / | 7.3 | 37.6 | 46.4 | -133.3 | 8.6 | 1.9 | -2.5 | 38.7

[11] CC(C)CC#Cc1cnc2c(c1)C(=O)N([C@@H](C)CO)C[C@@H](C)[C@@H](CN(C)C(=O)Cc1ccncc1)O2
[12] C[C@@H]1CCCCO[C@H](CN(C)Cc2ccc(C(=O)O)cc2)[C@@H](C)CN([C@@H](C)CO)C(=O)c2cc(NS(=O)(=O)c3cccs3)ccc2O1
[13] C[C@@H]1CN([C@@H](C)CO)C(=O)c2cc(NC(=O)C3CC3)ccc2O[C@@H]1CN(C)Cc1ccncc1
[14] CS(=O)(=O)Nc1ccc2c(c1)[C@H]1C[C@H](CC(=O)N3CCc4ccccc4C3)O[C@@H](CO)[C@H]1O2
[15] C[C@@H]1CN([C@H](C)CO)C(=O)Cc2cc(NC(=O)Cc3ccccc3)ccc2O[C@@H]1CN(C)Cc1ccc(-c2ccccc2)cc1
[16] C[C@@H]1CN([C@@H](C)CO)C(=O)CCCn2nncc2CO[C@H]1CN(C)C(=O)C1CCCCC1
[17] CCC(=O)N1CC2(CN(C(=O)Cc3ccccc3)C2)c2c(n(C)c3cc(OC)ccc23)[C@@H]1CO
[18] CN1c2ccc(-c3ccc(C#N)cc3)cc2[C@H]2[C@H](CCN2C(=O)c2cccc(F)c2)[C@@H]1CO
[19] COc1ccc(S(=O)(=O)N(C)C[C@H]2Oc3ccc(NC(=O)Cc4cn(C)c5ccccc45)cc3CC(=O)N([C@H](C)CO)C[C@@H]2C)cc1
[20] O=C1CNC[C@H]2[C@@H](c3ccc(C4=CCCC4)cc3)[C@@H](CO)N12
compound no. | 11 | 12 | 13 | 14 | 15 | 16 | 17 | 18 | 19 | 20
Pf Dd2 inh | -37.6 | 15.8 | 6.2 | -17.7 | -11.9 | 23.6&17.2 | -36.7 | -11.9 | 7.1 | -1.0
C diff growth | 3.2 | -0.5 | -3.2 | -1.4 | -2.0 | / | 1.9 | -2.2 | 5.2 | 2.8
KDM4C inh | 2.8 | -0.5 | 1.8 | 0.7 | -1.2 | -0.5 | -0.5 | -2.2 | -3.7 | 1.4
T cruzi growth | 16.2 | 2.7 | 91.9 | / | 94.2 | -25.0&12.7 | / | 78.3 | -6.9 | /

[21] COc1ccc2c3c([nH]c2c1)[C@H](CO)N(Cc1ccccc1)CC31CN(S(=O)(=O)c2ccc(C)cc2)C1
[22] COc1ccc(NC(=O)N(C)C[C@@H]2Oc3c(NC(=O)c4cnccn4)cccc3C(=O)N([C@@H](C)CO)C[C@@H]2C)cc1
[23] COC(=O)C[C@H]1CC[C@@H]2[C@H](COc3ccc(NC(=O)c4cccc(OC)c4)cc3C(=O)N2C)O1
[24] C/C=C/c1ccc2c(c1)O[C@H](CN(C)C(=O)Nc1ccccc1)[C@@H](C)CN([C@@H](C)CO)S2(=O)=O
[25] CN(C)C(=O)[C@H]1[C@H](CO)[C@H]2Cn3c(ccc(-c4ccccc4)c3=O)[C@@H]1N2CC1CCCC1
[26] COc1ccc(S(=O)(=O)N(C)C[C@@H]2Oc3ccc(NC(=O)Nc4ccccc4)cc3C(=O)N([C@@H](C)CO)C[C@@H]2C)cc1
[27] COc1ccc2c3c(n(C)c2c1)[C@@H](CO)N(C(=O)c1ccccc1)CC31CCN(CC2CC2)CC1
[28] CO[C@@H]1CC[C@H]2CCOc3ccc(C#N)cc3C(=O)N(C)[C@@H](C)C(=O)N(C)C[C@H]1O2
[29] CC(C)NC(=O)Nc1ccc2c(c1)C(=O)N([C@@H](C)CO)C[C@H](C)[C@@H](CN(C)Cc1ccc(C(=O)O)cc1)O2
[30] CC(C)NC(=O)N1CCCCN2[C@@H](CO)[C@H](c3ccc(C#CC4CC4)cc3)[C@@H]2C1
compound no. | 21 | 22 | 23 | 24 | 25 | 26 | 27 | 28 | 29 | 30
Pf Dd2 inh | -16.8 | 17.1 | -9.1 | -20.3 | -0.5 | 26.4 | -78.7 | / | -0.7 | 14.3
C diff growth | -3.9 | -0.6 | -1.9 | -2.5 | -1.4 | 0.1 | -3.0 | 1.6 | -3.5 | -2.5
KDM4C inh | 0.7 | 0.3 | -0.6 | 2.8 | 0.2 | 2.9 | 0.4 | -1.5 | 0.6 | -0.2
T cruzi growth | / | -80.3 | -29.7 | 28.1 | ? | -1.5 | / | -3.2 | 11.2 | ?

Part of the list above in order of SMILES length, smallest number first.
[20] O=C1CNC[C@H]2[C@@H](c3ccc(C4=CCCC4)cc3)[C@@H](CO)N12
[8] O=C(C1CC1)N1C[C@@H]2[C@H](c3ccccc31)[C@H](CO)N2C(=O)c1ccccc1
[10] CCCc1cn(CC[C@H]2CC[C@H](NC(=O)Nc3ccc4c(c3)OCO4)[C@@H](CO)O2)nn1
[12] C[C@@H]1CCCCO[C@H](CN(C)Cc2ccc(C(=O)O)cc2)[C@@H](C)CN([C@@H](C)CO)C(=O)c2cc(NS(=O)(=O)c3cccs3)ccc2O1
compound no. | 20 | 8 | 10 | 12
Pf Dd2 inh | -1.0 | 16.2 | -30.0 | 15.8
C diff growth | 2.8 | -6.3 | -4.8 | -0.5
KDM4C inh | 1.4 | 0.0 | 0.8 | -0.5
T cruzi growth | / | 1.9 | 38.7 | 2.7

(list continues)
[31] C[C@H]1CN([C@@H](C)CO)C(=O)Cc2cc(NC(=O)CCCCCC(=O)Nc3ccccc3N)ccc2O[C@H]1CN(C)S(=O)(=O)c1cn(C)cn1
[32] COc1ccc(S(=O)(=O)N(C)C[C@H]2Oc3ccc(NC(=O)Cc4ccccc4)cc3C(=O)N([C@H](C)CO)C[C@H]2C)cc1
[33] C[C@@H]1CN([C@@H](C)CO)C(=O)c2cc(NC(=O)c3ccncc3)ccc2O[C@H]1CN(C)C(=O)Nc1cccc2ccccc12
[34] COc1cccc(S(=O)(=O)N2C[C@@H](O)COC[C@@H]3O[C@@H](CC(=O)N4CCCCC4)CC[C@H]32)c1
[35] Cn1cnc(S(=O)(=O)N2C[C@H](O)COC[C@@H]3O[C@H](CC(=O)N4CCN(c5ccccc5)CC4)CC[C@H]32)c1
[36] C[C@H]1CN([C@@H](C)CO)S(=O)(=O)c2ccc(-c3ccccc3)cc2O[C@H]1CN(C)Cc1cncnc1
[37] COCc1cn(CC[C@@H]2CC[C@@H](NC(=O)Nc3ccc(F)cc3)[C@@H](CO)O2)nn1
[38] COc1ccc(CN(C)C[C@@H]2OCCCC[C@H](C)Oc3ccc(NC(=O)Nc4ccc(F)cc4)cc3C(=O)N([C@H](C)CO)C[C@H]2C)cc1
[39] CCCC#Cc1cnc2c(c1)C(=O)N([C@H](C)CO)C[C@@H](C)[C@@H](CN(C)S(=O)(=O)c1ccccc1)O2
[40] C[C@H](CO)N1C[C@H](C)[C@@H](CN(C)Cc2ccccc2)Oc2c(NC(=O)Nc3ccccc3)cccc2C1=O
compound no. | 31 | 32 | 33 | 34 | 35 | 36 | 37 | 38 | 39 | 40
Pf Dd2 inh | 34.3 | 0.1 | 5.2 | -12.8 | 5.7 | 25.6 | -4.1 | -69.2 | -47.1 | -17.5
C diff growth | -0.3 | 2.0 | 0.4 | -1.2 | 1.6&-4.6 | 6.1 | -2.8 | 19.5 | -5.6 | -23.0
KDM4C inh | 0.8 | 0.3 | -0.1 | -1.2 | 0.6 | -1.3 | -0.8 | / | 6.5 | 1.0
T cruzi growth | 15.9 | / | -27.1 | -4.6 | -106.4 | 56.7 | 32.0 | 82.5 | 87.7 | 42.8

[41] CC(C)NC(=O)Nc1ccc2c(c1)C(=O)N([C@H](C)CO)C[C@H](C)[C@@H](CN(C)Cc1ccc(Oc3ccccc3)cc1)O2
[42] C[C@H](CO)N1C[C@H](C)[C@H](CN(C)S(=O)(=O)c2ccccc2)OCc2ccccc2-c2c(n(C)c3ccccc23)C1=O
[43] C[C@@H]1CCCCO[C@H](CN(C)Cc2ccc(C(=O)O)cc2)[C@H](C)CN([C@@H](C)CO)C(=O)c2cc(NC(=O)Cc3ccccc3)ccc2O1
[44] O=C(CN1CCOCC1)NCC[C@@H]1CC[C@@H](NC(=O)c2ccc3c(c2)OCO3)[C@@H](CO)O1
[45] C[C@@H]1CCCCO[C@H](CN(C)C(=O)c2ccccc2)[C@@H](C)CN([C@H](C)CO)C(=O)c2cc(NC(=O)CCC(F)(F)F)ccc2O1
[46] O=S(=O)(c1ccccc1)N1C[C@@H]2[C@H](c3ccccc31)[C@@H](CO)N2Cc1ccc(F)cc1
[47] CCC(=O)Nc1ccc2c(c1)C(=O)N(C)C[C@H](OC)[C@H](C)CN(CCC(F)(F)F)[C@H](C)CO2
[48] COc1ccc(NC(=O)Nc2ccc3c(c2)C(=O)N([C@@H](C)CO)C[C@H](C)[C@@H](CN(C)Cc2ccccc2)OCCCC[C@H](C)O3)cc1
[49] Cc1noc(C)c1S(=O)(=O)Nc1ccc2c(c1)C(=O)N([C@@H](C)CO)C[C@H](C)[C@H](CN(C)Cc1ccc(C(=O)Nc3ccccc3N)cc1)O2
[50] CNC[C@@H]1Oc2ccc(NS(=O)(=O)c3cccs3)cc2C(=O)N([C@@H](C)CO)C[C@@H]1C
compound no. | 41 | 42 | 43 | 44 | 45 | 46 | 47 | 48 | 49 | 50
Pf Dd2 inh | -20.1 | -35.5 | 31.2 | 2.7 | 20.2 | -16.6 | -3.0 | -45.0 | -52.6 | 14.4
C diff growth | -8.4 | -8.6 | 5.6 | / | 1.5 | 49.0 | / | -6.3 | 8.0 | 2.8
KDM4C inh | -0.4 | / | 0.3 | -0.7 | 1.5 | -2.1 | -0.2 | 1.8 | 0.2 | -0.5
T cruzi growth | / | / | -52.7 | -1.1 | -26.3 | 91.3 | 14.6 | 102.8* | / | 70.7

[51] Cc1noc(C)c1NC(=O)N(C)C[C@@H]1OCCCC[C@@H](C)Oc2ccc(NC(=O)c3ccccc3)cc2C(=O)N([C@@H](C)CO)C[C@H]1C
[52] CCN1[C@@H]2Cn3c(ccc(-c4ccccc4F)c3=O)[C@H]1[C@@H](C(=O)NCc1ccc(F)cc1)[C@@H]2CO
[53] C[C@H](CO)N1C[C@H](C)[C@H](CN(C)C(=O)c2cccnc2)Oc2cc(C#CC3CC3)ccc2S1(=O)=O
[54] Cc1cccc(-c2ccc([C@H]3[C@@H](CO)N4C(=O)CN(C(=O)c5cccnc5)C[C@H]34)cc2)c1
compound no. | 51 | 52 | 53 | 54
Pf Dd2 inh | -38.9 | / | -12.9 | -47.2
C diff growth | / | 2.5 | 1.1 | -5.1
KDM4C inh | 0.1 | -1.3 | 2.0 | 0.4
T cruzi growth | -11.7 | 9.5 | 5.4 | /
